# NRP1-CendR mod: modulators of CendR peptide binding to NRP-1, primary screen, biochemical, fluorescence polarization, uHTS | Neuropilin-1 (Homo sapiens), O14786 | FAM-RPARPAR peptide binding to NRP-1 | inhibition, % at 25 µM | 0.85% of 360,000 active | AID 602438, 2012;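 active = inhibition or corrected inhibition above about 18%, plus a signal ratio from 0.5 to 1.5, limit read from the data, passing the limit was not always enough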; note: strong numbers were not always called active
# bovine MsrA act: bovine MsrA enzyme activators, primary screen, biochemical, absorbance, HTS; purified bovine MsrA, absorbance read-out; activation, % at 10.6 µM; 0.3% of 360,000 active; AID 602163, 2012; in the data active = activation above about 7.5%;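 note: 0% = vehicle and 100% = reference activator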
# FAS-TE inh: FAS thioesterase domain inhibitors, primary screen, biochemical, fluorescence intensity, uHTS; Fatty acid synthase (Homo sapiens), P49327; recombinant FAS-TE, OMFH fluorogenic substrate, fluorescence endpoint; inhibition, % at 15 µM; 0.67% of 360,000 active; AID 602261, 2012;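 active = compounds whose normalised, plate-corrected inhibition of enzyme fluorescence in the single-dose primary screen is 50% or more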;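 note: 0% = DMSO with enzyme and 100% = substrate without enzyme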
# MT1-MMP act inh: blockers of MT1-MMP proenzyme processing, primary screen, HT1080 RFP-PRO-GFP cells, GFP/RFP fluorescence. Matrix metalloproteinase-14 (Homo sapiens), P50281. GFP/RFP ratio fluorescence, overnight; percent of plate control window, DMSO zero. GFP/RFP ratio change, % at 20 µM. 0.061% of 360,000 active;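 active = GFP/RFP ratio change of at least 30% with cell ATP level not reduced by more than half and red fluorescence within 50% of control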; note: strong numbers were not always called active
#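 Assay system: HT1080 cells carrying an RFP-PRO-GFP reporter | Dosing: Single dose of 20 µM compound, 1% DMSO final | Incubation: Cells overnight before dosing, compound overnight, 37 °C, 5% CO2 | Evaluation: GFP/RFP fluorescence ratio | Control set: DMSO and RFP-L50D-GFP cell wells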
# Rin1-Abl PPI inh: inhibitors of Rin1-Abl protein binding, primary screen, biochemical, TR-FRET; Tyrosine-protein kinase ABL1 (Homo sapiens) + Ras and Rab interactor 1 (Homo sapiens), …; inhibition, % at 7.35 µM; 0.4% of 360,000 active; in the data active = inhibition above about 5%, passing the limit was not always enough
# MLLE-PAM2 inh: inhibitors of PABP1 MLLE–PAM2 peptide binding, primary screen, biochemical, fluorescence polarization, FITC-PAM2, GST-MLLE. 0.36% of 360,000 active. inhibition, % at 20 µM. AID 588489, 2011. Polyadenylate-binding protein 1 (Homo sapiens), P11940; in the data active = inhibition above about 35%, passing the limit was not always enough;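 note: plate controls were DMSO wells with GST-MLLE for no effect and wells lacking GST-MLLE protein for full effect; some results filed as inactive read as strong as hits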
# SKN-1 block: suppressors of acrylamide-induced Pgst-4::GFP reporter in worms, primary screen, SKN-1 inhibitor project, whole organism, uHTS, GFP/RFP fluorescence ratio, strain VP596. C. elegans VP596 Pgst-4::GFP/RFP ratio, 24 h. inhibition, % at 21.8 µM. 0.49% of 360,000 active. AID 624304, 2012;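 active = interference check ratio from 0.5 to 1.5 plus GFP to RFP signal ratio inhibition reaching or exceeding a fixed threshold, cut at about 30% in these data, passing the limit was not always enough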; note: some compounds called inactive have numbers as strong as hits
# E coli Lon inh: inhibitors of E. coli Lon protease, primary screen, biochemical, fluorescence polarization; inhibition, % at 7.94 µM; 0.42% of 360,000 active; P0A9M0; purified E. coli Lon protease; in the data active = inhibition above about 13%, passing the limit was not always enough;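 note: 0% = enzyme with probe and DMSO and 100% = no enzyme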
# Neddyl block: inhibitors of cullin neddylation, primary screen, biochemical, TR-FRET, uHTS, NAE and Ubc12; calls only at 25 µM; 0.58% of 360,000 active; AID 651699, 2012; in the data active = inhibition above about 36%
# The depositor's hits bear a star; i = inactive; · = no result given. Not a hit list; 4% or so of the library scored in one or more.
SMILES,NRP1-CendR mod,bovine MsrA act,FAS-TE inh,MT1-MMP act inh,Rin1-Abl PPI inh,MLLE-PAM2 inh,SKN-1 block,E coli Lon inh,Neddyl block
C/C(CCS(=O)(=O)c1ccccc1)=N/O,2,0,-2,-1,0,-5,11,-4,i
CCOC(=O)c1[nH]c2ccc(OC)cc2c1NC(=O)CCN1CCN(Cc2ccccc2)CC1,-7,-4,-6,5,-4,2,5,2,·
CCc1ccc2nc(NC(=O)CCCc3cccs3)sc2c1,1,-5,9,3,1,-13,-2,6,i
O=C(NCc1ccc2c(c1)OCO2)c1ccc(S(=O)(=O)NCC2CCCO2)cc1 (centres undefined),0,-4,-2,3,-1,0,-31,2,i
Cc1ccc(NC(=O)Nc2ccc3c(c2)OCO3)nc1,2,-15,-2,4,3,-13,0,-6,i
COc1cccc(CNc2nc3cc(-c4ccsc4)sc3c(=O)n2C)c1OC,13,-5,17,7,-9,-9,6,-7,i
Cc1ccc(-c2nnn(CC(=O)N(Cc3ccccc3)C(C(=O)NC(C)(C)C)c3ccncc3)n2)o1 (centres undefined),3,0,-3,-17,3,0,5,4,i
CN(C)c1ccc(/C=N/Nc2cccc(C(=O)O)c2)cc1,4,-4,2,-5,-4,32,14,7,i
CNC(=O)C[C@H]1C(=O)N(CCc2ccccc2)C[C@@H]1C,-2,-2,-10,-1,1,5,-2,-5,i
CCOc1ccccc1N1CCN(CC(=O)Nc2ccnn2C2CCCC2)CC1,-6,-1,-5,-3,-1,-6,6,-4,i
COCC1CCCN(Cc2nc(-c3ccc4c(c3)OCO4)no2)C1 (centres undefined),7,-4,-1,4,1,-10,-1,-3,i
O=C(NC(=S)N(Cc1ccccc1)Cc1ccccc1)c1ccccc1F,0,-10,26,11,-2,27,-14,-8,i
CC(C)CC(=O)Nc1ccc(F)c(Cl)c1,-7,-4,-5,0,1,-14,7,-1,i
CCCn1c(SCC(=O)NCc2ccc(C)cc2)n[nH]c1=O,-11,-1,-5,-1,0,-1,-15,2,i
COCc1ccc(CN2CCCC(C(=O)Nc3ccccc3-c3ccc(OC)cc3)C2)o1 (centres undefined),1,-4,-2,-4,0,4,-7,-1,i
Cc1cccc(N2CC(C(=O)NC3CCCCCC3)CC2=O)c1C (centres undefined),-5,-1,-4,-1,7,16,4,5,i
CCOc1ccc(C(=O)CCC(=O)O)cc1,4,0,-7,8,3,3,12,-3,i
COC(=O)C(Cc1ccccc1)NC(=O)CC(C)CC(=O)Nc1ccc(C)cc1 (centres undefined),-4,-1,-2,3,1,4,22,-4,i
O=C(NC(=S)N1CCCC(C(F)(F)F)C1)c1ccc(F)cc1 (centres undefined),3,-1,1,6,-1,-19,5,7,i
CCOC(=O)c1csc(-c2ccc([N+](=O)[O-])cc2)n1,-8,-6,6,0,-4,-16,14,-1,i
Cc1ccc(CC(=O)NC2CCCc3ccccc32)cc1C (centres undefined),4,-3,3,-1,-3,-16,-8,2,i
Cn1c(=O)c2c(n3cnnc13)-c1ccccc1CC21CCCC1,12,-4,-1,2,-3,8,1,-14,i
C/C(=N\Nc1ccc(C)c(Cl)c1)c1ccncc1,-3,-1,7,-2,-1,-8,-6,-17,i
COc1cccc(NC(=O)CN2CCN(C(=O)c3ccco3)CC2)c1,1,-1,-5,0,-1,6,7,-8,i
COc1ccc(C=O)cc1OC1C=CCCC1 (centres undefined),2,-2,-2,-2,4,-5,1,-7,i

# Shown with each value named: part of the list above
Cc1cccc(N2CC(C(=O)NC3CCCCCC3)CC2=O)c1C (centres undefined)
  NRP1-CendR mod: -5
  bovine MsrA act: -1
  FAS-TE inh: -4
  MT1-MMP act inh: -1
  Rin1-Abl PPI inh: 7
  MLLE-PAM2 inh: 16
  SKN-1 block: 4
  E coli Lon inh: 5
  Neddyl block: i
CCCn1c(SCC(=O)NCc2ccc(C)cc2)n[nH]c1=O
  NRP1-CendR mod: -11
  bovine MsrA act: -1
  FAS-TE inh: -5
  MT1-MMP act inh: -1
  Rin1-Abl PPI inh: 0
  MLLE-PAM2 inh: -1
  SKN-1 block: -15
  E coli Lon inh: 2
  Neddyl block: i
CCc1ccc2nc(NC(=O)CCCc3cccs3)sc2c1
  NRP1-CendR mod: 1
  bovine MsrA act: -5
  FAS-TE inh: 9
  MT1-MMP act inh: 3
  Rin1-Abl PPI inh: 1
  MLLE-PAM2 inh: -13
  SKN-1 block: -2
  E coli Lon inh: 6
  Neddyl block: i
CCOC(=O)c1[nH]c2ccc(OC)cc2c1NC(=O)CCN1CCN(Cc2ccccc2)CC1
  NRP1-CendR mod: -7
  bovine MsrA act: -4
  FAS-TE inh: -6
  MT1-MMP act inh: 5
  Rin1-Abl PPI inh: -4
  MLLE-PAM2 inh: 2
  SKN-1 block: 5
  E coli Lon inh: 2
  Neddyl block: ·

# Gathered by group, the compounds so far containing a halogen.
SMILES,NRP1-CendR mod,bovine MsrA act,FAS-TE inh,MT1-MMP act inh,Rin1-Abl PPI inh,MLLE-PAM2 inh,SKN-1 block,E coli Lon inh,Neddyl block
O=C(NC(=S)N(Cc1ccccc1)Cc1ccccc1)c1ccccc1F,0,-10,26,11,-2,27,-14,-8,i
CC(C)CC(=O)Nc1ccc(F)c(Cl)c1,-7,-4,-5,0,1,-14,7,-1,i
O=C(NC(=S)N1CCCC(C(F)(F)F)C1)c1ccc(F)cc1 (centres undefined),3,-1,1,6,-1,-19,5,7,i
C/C(=N\Nc1ccc(C)c(Cl)c1)c1ccncc1,-3,-1,7,-2,-1,-8,-6,-17,i

# Other entries follow:
SMILES,NRP1-CendR mod,bovine MsrA act,FAS-TE inh,MT1-MMP act inh,Rin1-Abl PPI inh,MLLE-PAM2 inh,SKN-1 block,E coli Lon inh,Neddyl block
O=C(C/C=N/OCc1ccc(Cl)cc1Cl)c1ccccc1,-6,-10,15,-2,3,-5,10,-8,i
O=C(CO)N/N=C/c1c2ccccc2cc2ccccc12,16,0,-4,-2,-4,21,21,16,i
O=C(Nc1cccc(OCC(=O)N2CCOCC2)c1)c1cccc(Cl)c1,11,-2,-4,-2,2,-14,-5,-10,i
CC(=O)Nc1ccc2c(c1)ncn2C,7,1,-6,2,-2,7,2,6,i
O=C1NC(=Nc2ccccc2)S/C1=C\c1ccccc1,-6,-4,0,0,-2,-23,29,-9,i
CCN1CCN(C(=O)C2=CC(c3ccc(OC)cc3)=NS(=O)(=O)N2C)CC1,-6,-6,-8,-2,-3,10,0,-14,i
COc1cc(C(=O)NC(C)CCn2cccn2)ccc1OC1CCN(C(C)=O)CC1 (centres undefined),10,-4,-7,-3,-1,-8,7,6,i
CCOC(=O)C1CCCN(C2CC(=O)N(c3ccccc3)C2=O)C1 (centres undefined),-1,-7,-10,5,1,2,-1,-2,i
Cc1ccc2nc(N3CCN(S(=O)(=O)c4ccc5c(c4)OCCO5)CC3)c(C#N)cc2c1,-22,-5,37,-3,2,-5,-6,-16,i
COc1ccc(C2NC(=O)Cc3cc(OC)c(OC)cc32)cc1OC (centres undefined),5,1,-5,3,-3,-9,-5,0,i
Cc1onc(-c2c(Cl)cccc2Cl)c1C(=O)N(C)Cc1ccccc1,13,-1,1,-4,2,16,13,-4,i
N#Cc1cccc(NC(=O)c2cc(C3CCCCN3C(=O)CCc3ccccc3)on2)c1 (centres undefined),-4,-2,20,0,-2,1,4,-1,i
COc1ccc(CCN2C(=O)NC(NS(=O)(=O)c3ccc(Cl)cc3)(C(F)(F)F)C2=O)cc1OC (centres undefined),6,-1,-1,-11,-2,-6,4,-3,i
CN(c1ccccc1)S(=O)(=O)c1ccc(C(=O)OCC(=O)NCc2cccs2)cc1,-8,-8,9,-2,-3,-7,-8,0,i
O=C(OCc1cnc(Cl)s1)c1c(F)cccc1F,-2,-3,-1,-2,1,-12,-11,-2,i
Cc1ccc(-c2cc3ncc(C#N)c(N)n3n2)cc1,-2,-4,-1,0,-48,-10,8,3,i
Cc1ccccc1-n1c(C)cc(/C=N/NC(=O)c2ccc(CN3CCOCC3)cc2)c1C,-3,-11,-8,7,-1,5,12,-3,i
COc1cccc(CC(=O)Nc2ccc3c(c2)OC2(CCCC2)O3)c1,2,-4,14,-1,1,-7,10,1,i
COc1ccc(C(=O)O)cc1NC(=S)NC(=O)Cc1ccc(Cl)cc1,-1,-4,5,5,-3,38,-3,6,i
COc1ccccc1N1CCN(C(=O)C(=O)c2cn(CC(=O)N3CCCCCC3)c3ccccc23)CC1,3,4,-1,-1,-1,13,5,4,i
COc1ccc2c(c1)/C(=C\c1cccc(/C=C3/C(=O)Nc4ccc(OC)cc43)n1)C(=O)N2,10,-3,0,-9,0,13,14,-1,i
C=CCN(CC=C)C(=O)COC(=O)c1ccc(Sc2ncn[nH]2)c([N+](=O)[O-])c1,13,2,-47,1,-4,-4,4,-9,i
COc1cc(OC)cc(C(=O)N[C@H](C(=O)Nc2ccc3c(c2)OCO3)C(C)C)c1,12,-12,7,-21,3,-5,-4,-1,i
O=C(Oc1ccc(Br)cc1C(=S)N1CCCC1)c1ccccc1F,-12,-3,21,3,-4,-48,11,-3,i
COc1cccc(C(=O)Nc2ccccc2F)c1,6,-4,-9,-3,3,20,14,2,i
CCCCNC(=S)N1CCN(C(c2ccccc2)c2ccccc2)CC1,11,-4,27,-9,-1,-138,-11,7,i

# Full records, looked up by structure. Order of screens: NRP1-CendR mod	bovine MsrA act	FAS-TE inh	MT1-MMP act inh	Rin1-Abl PPI inh	MLLE-PAM2 inh	SKN-1 block	E coli Lon inh	Neddyl block
# Cc1ccc(NC(=O)Nc2ccc3c(c2)OCO3)nc1 is listed with 2	-15	-2	4	3	-13	0	-6	i
# CCN1CCN(C(=O)C2=CC(c3ccc(OC)cc3)=NS(=O)(=O)N2C)CC1 is listed with -6	-6	-8	-2	-3	10	0	-14	i

# High-throughput results from PubChem BioAssay.
